hcGAS lum = Primary biochemical luminescence assay for human cyclic GMP-AMP synthase inhibitors; Q8N884; AID 1259398, 2018; inhibition, % at 12.5 µM; recombinant h-cGAS, ATP depletion, Kinase-Glo luminescence; 290,000 compounds, 0.081% hits;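 also: 0% = vehicle reaction and 100% = reaction without DNA for no activity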
Target sequence (Q8N884 whole entry, looked up): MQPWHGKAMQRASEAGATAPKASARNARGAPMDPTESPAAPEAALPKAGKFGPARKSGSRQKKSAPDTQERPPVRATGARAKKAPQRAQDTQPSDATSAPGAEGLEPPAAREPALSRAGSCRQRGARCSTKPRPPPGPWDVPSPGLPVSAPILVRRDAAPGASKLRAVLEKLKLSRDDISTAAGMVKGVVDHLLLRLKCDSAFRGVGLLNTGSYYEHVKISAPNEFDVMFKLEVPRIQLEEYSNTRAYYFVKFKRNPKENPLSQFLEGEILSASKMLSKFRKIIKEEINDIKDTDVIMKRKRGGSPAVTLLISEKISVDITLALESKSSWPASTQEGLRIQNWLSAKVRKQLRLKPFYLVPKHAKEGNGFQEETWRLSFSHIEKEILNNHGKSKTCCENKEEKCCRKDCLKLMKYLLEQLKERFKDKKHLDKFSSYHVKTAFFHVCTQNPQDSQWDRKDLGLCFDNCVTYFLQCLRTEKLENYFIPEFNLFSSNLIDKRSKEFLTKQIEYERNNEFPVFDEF
mcGAS lum = cyclic GMP-AMP synthase inhibitors, mouse, primary biochemical chemiluminescence. Q8C6L5. recombinant cGAS, Kinase-Glo ATP depletion luminescence. inhibition, % at 12.5 µM. 160,000 compounds, 0.15% hits. AID 1259399, 2018;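 also: 0% = negative control wells and 100% = reference inhibitor with no enzyme activity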
NPYLR7 agonist = agonists of mosquito NPYLR7 receptor, primary screen, cell-based, Aedes aegypti, calcium fluorescence, mosquito biting behavior. Aedes aegypti neuropeptide Y-like receptor 7 (NPYLR7). HEK293T NPYLR7/Galpha15, GCaMP6s calcium fluorescence. activation, % at 10 µM. 270,000 compounds, 0.15% hits. AID 1259423, 2018; in the data active = activation above about 40%;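 also: 0% = vehicle and 100% = reference agonist at the receptor; some compounds past the cut are filed as inactive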
The depositor's hits bear a star; · = no result given; & = joins results of further samples. Rule as the data show it, unless noted: active = inhibition above about 40%; inactive = the rest. Compounds were not picked by outcome. Share with any hit: about 0.29%.

Order of results – hcGAS lum | mcGAS lum | NPYLR7 agonist
CCOC(=O)c1ccc2c(c1)nc(SCc1cc(F)ccc1C(F)(F)F)n2Cc1ccccc1
    -1 | -5 | -4
CSc1ccc(CN2CCC2(C)C(=O)NCc2cccs2)cc1 (stereo not drawn)
    -8 | · | 1
COCCNC(=O)CSc1c(C(C)C)cnc2c1c(=O)n(C)c(=O)n2C
    6 | 2 | 2
Cc1cnc(C(=O)N2CCCC(C(=O)c3ccc4c5c(cccc35)CC4)C2)cn1 (stereo not drawn)
    -7 | · | 7
CCCCOc1ccc(C(=O)Nc2cc(C3CC3)nn2-c2nc(C)c(C)c(=O)[nH]2)cc1
    -4 | · | 12
S=c1nc[nH]c2nc[nH]c12
    -3&-2&-2&-8 | -10 | 23&-13&-21&-5
OCC1(NCc2csc(COc3ccccc3)n2)CCOCC1
    10 | -1 | 2
COc1ccc2[nH]c(-c3ccccc3)c(CCNC(C)=O)c2c1
    0 | · | -11
CCCN(Cc1nnc(-c2cccs2)o1)C(=O)c1ccc(=O)[nH]c1
    -1 | · | 9
C=C(C)COc1ccc(-n2c(C)cn3c4c(=O)n(C)c(=O)n(C)c4nc23)cc1
    -8 | · | 5
COC1(OC)N=C(N)C2(C#N)C(c3ccccc3Cl)C12C#N (stereo not drawn)
    -2 | · | 2
COCC(=O)Nc1c(C)nc2scc(C)n2c1=O
    -8 | -9 | 11
C=CCNCC1CC(c2ccc(C)cc2)=NO1 (stereo not drawn)
    -3 | -6 | 1
COC(=O)C1CCN(C(c2cccc(OC)c2)C2Sc3nc(C)nn3C2=O)CC1 (stereo not drawn)
    -6 | · | -3
Cc1sc(-c2cccc(O)c2)nc1-c1ccccc1
    3 | · | -2
CN1C(=O)C2(CCCN(C(=O)c3cnn4c3CCCC4)C2)c2ccccc21 (stereo not drawn)
    -6 | -8 | 8
CCOCCn1c(N2CCC(C(N)=O)CC2)nc2c1c(=O)n(C)c(=O)n2C
    -11 | · | -1
Cc1cc(C(=O)N2CCC(C(=O)Nc3ccc(Oc4ccccc4)nc3)CC2)nc(C)n1
    0 | 0 | 1
COc1ccc(-n2c(SCC(=O)N3CCN(C(=O)c4cc(Cl)cc(Cl)c4)C(C)C3)nnc2-c2cccc(OC)c2)cc1 (stereo not drawn)
    0 | 0 | -8
CC1(C(=O)Nc2cccc(NS(C)(=O)=O)c2)CCN1Cc1ccccc1OC(F)F (stereo not drawn)
    -8 | · | 4
C=CCN(CC(=O)N(CCc1ccc(OC)c(OC)c1)Cc1ccc(C)o1)C(=O)c1cccc(Br)c1
    -1 | 0 | 1
O=C(NNc1cnccn1)Nc1ccc(F)cc1
    -5 | -18 | 23
CSCCC(NC(=O)c1ccccc1Cl)C(=O)NCC1CCOC1 (stereo not drawn)
    -6 | · | 9
COC(=O)c1cc(OC)cc2c1OC(CNC(=O)c1cc(OC)c(OC)c(OC)c1)C2 (stereo not drawn)
    -7 | -11 | 2
Cc1cc(C)n(-c2ccc(C(=O)NCCc3ccccc3)cc2)n1
    -2 | -1 | 1
Cc1cc(C)cc(-n2nc(C(=O)N3CCCC3)c(=O)n(Cc3ccccc3F)c2=O)c1
    -8 | -9 | -2
NOCc1ccccc1
    1 | · | 1
CCN(CC)C1=C(c2c(C)[nH]n(-c3cc(C)ccc3C)c2=O)C(=O)N(CC2CCCO2)C1=O (stereo not drawn)
    -6 | -8 | 28
CCOC(=O)c1ccc(NC(=O)N2CCSC2c2ccc(OCc3ccccc3)cc2)cc1 (stereo not drawn)
    -4 | -5 | ·
COc1ccc(F)c(CN2CCCC3(CCN(C(=O)/C=C/c4ccco4)C3)C2)c1 (stereo not drawn)
    -8 | · | 0
CCOC(=O)c1c(CN2CCN(c3ccccc3C)CC2)n(C2CCCCC2)c2cc(Br)c(O)cc12
    -3 | -7 | 6
C=CCN(CC=C)c1cc(Cl)nc(SCc2ccc(C(=O)NCCC(c3ccccc3)c3ccccc3)cc2)n1
    5 | 1 | -2
OC(COc1ccccc1)CSc1nnnn1CC1CCCO1 (stereo not drawn)
    -12 | · | -3
Cc1cccc(C)c1NC(=O)Cn1cccc(-c2nc(-c3ccccc3)no2)c1=O
    -5 | -8 | ·
O=C(NCCCN1CCCC1=O)c1cc2n(n1)CCN(Cc1cccc(C(F)(F)F)c1)C2=O
    -2 | -5 | 16
CC1(C)CC(NC(=O)COc2cc(Cl)ccc2Cl)CC(C)(C)N1
    -7 | · | 15
Cc1ccc(CN(C)C(=O)CCc2nnc(Cc3c[nH]c4ccccc34)o2)o1
    -4 | -4 | 4
O=C1C(=Cc2cc(Br)ccc2F)SC(=S)N1CCCN1CCOCC1
    3 | · | 0
COc1ccccc1/C=C/C1=NC(=C\c2ccc(Cl)c(Cl)c2)/C(=O)O1
    -4 | · | 0
CCOC(=O)N1CCN(C(c2ccc(OC)cc2)C2Sc3nc(C)nn3C2=O)CC1 (stereo not drawn)
    -6 | · | -2
COc1ccc(CN(C(=O)Nc2cccc(Cl)c2)C2CC2)cc1
    -11 | · | 1
Cn1c(=O)c2c(ncn2CC(=O)NCCC23CC4CC(CC(C4)C2)C3)n(C)c1=O
    -2 | · | 0
COc1ccc(-c2csc(C(C#N)C(=O)CC3C=CCC3)n2)cc1 (stereo not drawn)
    -6 | · | 0
OC[C@H]1CN(c2nccc(C(F)(F)F)n2)C[C@H]1CN1CCCC1
    -28 | -8 | ·
COc1ccc(C(=O)/C=C/c2ccc(N3CCC(c4ccc(OC)cc4)=N3)cc2)cc1
    -1 | -4 | -4
O=C(COc1ccc(Cl)cc1Cl)Nn1c(O)c(C2=c3ccccc3=NC2=O)sc1=S
    1 | 5 | -3
COc1cccc(-c2cnc(C(O)c3ccccc3OC)[nH]2)c1 (stereo not drawn)
    -9 | · | -1
COCCN1C(=O)N(C2Cc3ccccc3C2)C(=O)C12CCN(Cc1cccn1-c1ccccn1)CC2
    1 | -14 | 10
CCOc1ccc(CNC(=O)N2CCC3(CC2)OCCO3)cc1F
    -4 | · | 1
COc1ccc(/C=C2\Oc3cc(OCC(N)=O)ccc3C2=O)cc1
    -1 | · | 3
COc1ccc(CCOc2nc(-c3ccc(C(F)(F)F)cc3)n(-c3cccc(NC(=O)c4ccc([N+](=O)[O-])cc4)c3)n2)cc1
    -5 | -4 | 23
C=C(Br)CN(Cc1cccc(O)c1)C1CCC(O)CC1 (stereo not drawn)
    -9 | · | 5
CC1=CC(=NNc2ccc(C(F)(F)F)cn2)CC(C)(C)C1
    -2&-4 | -15 | 4&-1
CS(=O)(=O)Nc1cccc(-c2ccc(S(C)(=O)=O)nn2)c1
    -11 | -8 | 8
Cc1ccc(-c2nc(C(=O)Nc3nccs3)cs2)cc1
    -4 | · | 9
N#Cc1ccc(-c2ccc3c(n2)C(=O)N(CC(=O)NCc2nccs2)C3)cc1
    -2 | -5 | -14
O=C(NCC1CCCO1)[C@@]1(OCc2cccc(F)c2)CC(OCc2cccc(OC(F)(F)F)c2)[C@H](O)[C@H](O)C1 (stereo partly drawn)
    -5 | -5 | 4
O=C(NCC1CCCO1)c1nn(-c2ccc(Cl)cc2)c(=O)n(Cc2ccccc2F)c1=O (stereo not drawn)
    -8 | -5 | 17
Nc1nc2c(s1)CN(c1nc(C3CCCC3)nc3c1CNC3)CC2
    -3 | -8 | 2
COCC1CCN(C(=O)c2ccc(OC3CCN(S(C)(=O)=O)CC3)c(Cl)c2)C1 (stereo not drawn)
    -8 | · | 4

New compounds follow:
smiles	hcGAS lum	mcGAS lum	NPYLR7 agonist
COc1cccc(-c2ccc(C(N)=O)cc2)c1OC	-4	-16	3
O=C(c1cc(F)cc(C(F)(F)F)c1)N1CCC(CCc2ccc(C(F)(F)F)cc2)CC1	-4	-6	2
CCC(Nc1nnnn1-c1ccccc1)c1ccc(OC)cc1 (stereo not drawn)	-5	-11	7
COc1cccc(C(=O)Nc2cccc(-c3nc4ccccc4o3)c2)c1	-2	0	-5
O=C1OC2CC1(O)CC(O)C2O (stereo not drawn)	-7	·	2
Cc1ccccc1CSc1nnc(C(C)NC(=O)/C=C/c2ccc([N+](=O)[O-])cc2)n1-c1ccc([N+](=O)[O-])cc1 (stereo not drawn)	-10	-6	-9
Cc1ccc(-c2ccc(=O)n(Cc3cccnc3)n2)cc1C	-9	·	9
CC1=C(C(=O)OC(C)C)C(c2ccccc2)NC(=O)N1 (stereo not drawn)	1	·	-15
Cn1cccc1C1CCCN1Cc1nc2ccc(Cl)cc2c(=O)[nH]1 (stereo not drawn)	-5	-3	2
CN(C)CCNC(=O)c1ccc(-c2cnn(C)c2)c2ccoc12	-4	-6	6
CC12CC(NC(=O)N1c1cc(F)ccc1F)c1ccccc1O2 (stereo not drawn)	-11	·	6
CN(CC(=O)Nc1ccccc1Cl)C(=O)c1sccc1-c1ccccc1	-6	·	2
CC1COCCN1c1ccc(NC(=O)c2cnn(C(C)(C)C)c2)cc1 (stereo not drawn)	-5	·	-4
NCCn1ncc2c(=O)n(Cc3ccccc3)cnc21	8	·	-2
CC1CCN(c2ccc(NC(=O)NCc3[nH]ncc3Br)cc2)CC1	-5	-16	2
CCCCn1c(SCC(=O)NC(C)CC)nc2sc(C)c(C)c2c1=O (stereo not drawn)	3	·	11
CCOc1ccc(/C=N\Nc2ncnc3nc[nH]c23)cc1	-35	·	4
O=C(c1cccc(-c2ncc[nH]2)c1)N1CCc2c([nH]c3ccccc23)C1c1ccccc1F (stereo not drawn)	-6&1	-8&-4	10&-7
Cc1ccc(NC(=O)NCCn2ncccc2=O)c(C)c1	-2	-6	-14
CC1C(=O)Nc2ccccc2N1C(=O)CCc1c[nH]c2ccccc12 (stereo not drawn)	-6	-16	-2
CNCC(=O)NCCSc1ccc(Cl)cc1	-3	-10	-1
CCNS(=O)(=O)c1ccc(C(=O)N(C)Cc2ccc(Cl)s2)cc1	0	·	-1
Cc1ncc(-c2cc(C(=O)N3CCCCCCC3)c3ccc(F)cc3n2)cn1	-8	-13	-2
Cc1ccc(C(NC(=O)C2CCN(Cc3ccccc3)CC2)c2ccccn2)cc1 (stereo not drawn)	0	-2	-13
CCOC(=O)CCCSc1nnc(C)n1-c1ccccc1C	-7	-6	·
CC(C)Cn1cncc1CNC1CCN(c2ccc(F)cc2)C1 (stereo not drawn)	-7	-11	·
OCCCC(Nc1cncc(Cl)n1)c1ccccc1 (stereo not drawn)	-5	·	-2
CCOc1cc(/C=C2/NC(=S)NC2=O)cc(Br)c1O	4	5	52*
CCCCn1c(C)cn2c3c(=O)[nH]c(=O)n(C)c3nc12	-11	·	17
COc1cc(-c2cc(C(F)(F)F)n3ncc(C(=O)Nc4cc(C)ccc4O)c3n2)cc(OC)c1OC	-7	-6	12
CC(C)=CCC/C(C)=C/CNC(=O)C(C)(C)CCCOc1cc(C)ccc1C	-3	-3	-3
CCc1ccc(OCCn2c(C3CC(=O)N(C(C)(C)C)C3)nc3ccccc32)cc1 (stereo not drawn)	-9	-6	1
CCc1nn(C)c(Cl)c1CN1CCCC(OCc2ccccn2)C1 (stereo not drawn)	-7	·	-4
CCc1ccc2nc(C)cc(C(=O)N3CC(c4cccnc4)C3)c2c1	-4	·	9
O=C(NCCCO)c1c(O)nc2sccn2c1=O	2	4	-3
CN(C)CCCN1CCN(c2ncncn2)CC1	0	0	·
Cc1cc(NC(=O)CC2CSc3ncc(C)c(=O)n32)no1 (stereo not drawn)	-4	·	-3
CCc1nc2ccc(C(=O)NCCCn3ccnc3)cn2c1N(C)CCC(C)C	-8	-2	-4
CC1(C(=O)OC2CCN(CC(N)=O)CC2)CCCC1	0	-13	5
O=C(CCn1cc2ncccc2c1O)Nc1nccs1	-9	-11	2
COc1ccc(C2c3[nH]c4ccccc4c3CCN2C(=O)c2noc3c2CCCC3)cc1C (stereo not drawn)	-5	-9	6
Cc1cnc(C)c(Oc2ccccc2CN2CCCCC2)n1	-7	·	6
COc1ccc(C(=O)Nc2cccc(-c3nc4cc(C)cc(C)c4o3)c2)cc1[N+](=O)[O-]	-2	-6	-8
Cc1cccc(OC(F)F)c1NC(=O)C1(C)CCN1C(=O)C/C=C/c1ccccc1 (stereo not drawn)	-2	-1	-2
Cc1ccsc1CN(Cc1ccc2c(c1)OCO2)C(=O)CN(C(=O)c1cccc(Br)c1)C1CCCCC1	-2	-4	12
CCOC(=O)C1CCN(c2c(-c3ccc(OC)cc3)cnc3ncnn23)CC1	-2	-6	20
CCc1[nH]nc(NCc2ccccc2C)c1C	-5	·	-3

Assay outcomes deposited in PubChem BioAssay by Fisher Drug Discovery Resource Center.
